Compound activity from PubChem BioAssay.
M1AAP inhibition = P. falciparum M1AAP inhibitors, biochemical, fluorogenic H-Leu-NHMec substrate, 1536-well (AID 1445); recombinant M1AAP, H-Leu-NHMec fluorogenic kinetic assay; higher % means a stronger effect; inhibition, % at 30 µM; hits with a dose series show IC50 in µM; 0.42% of 220,000 active;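 active = primary inhibition above the hit cutoff, then over 50% inhibition at one or more dose response concentrations, cut at about 23% in these data, passing the limit was not always enough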;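 also: plate controls were DMSO full reaction for no effect and no enzyme background for full effect; strong numbers were not always called active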
M17LAP inhibition = P. falciparum M17LAP inhibitors, primary screen, biochemical, fluorogenic H-Leu-NHMec substrate, 1536-well (AID 1619); recombinant M17LAP, H-Leu-NHMec fluorogenic kinetic assay; higher % means a stronger effect; inhibition, % at 30 µM; hits with a dose series show IC50 in µM; 0.38% of 220,000 active;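 active = compound inhibiting the enzyme by more than half at any dose during confirmatory dose-response retesting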;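 also: plate controls were full reaction with DMSO carrier for no effect and no enzyme background for full effect; strong numbers were not always called active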
PMI inhibition = MPI inhibition at elevated mannose 6-phosphate – biochemical, fluorescence intensity, high mannose 6-phosphate, primary screen (AID 1220); recombinant PMI enzyme, coupled fluorescence intensity; higher % means a stronger effect; 0.66% of 190,000 active; one-dose inhibition, % at 20 µM; IC50 in µM for titrated hits
Lipid droplet = modulators of hepatic lipid droplet formation; AML12 mouse hepatocytes, oleate lipid droplets, BODIPY imaging; inhibition, % at 6.5 µM; 0.4% of 240,000 active;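 active = lipid droplet intensity inhibited by at least 50%, with more than 500 cells counted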
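Assay system: AML12 mouse liver cells | Compound: 6.5 µM single-point dosing | Schedule: Overnight exposure | Technique: Fluorescence imaging, 20x objective, two fields per well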
TNAP activators = human TNAP enzyme activators, primary screen, biochemical, luminescent, no phosphate acceptor, uHTS (AID 1001). purified TNAP, luminescent activation assay, no phosphate acceptor; higher activation fold means a stronger effect. activation fold at 20 µM, or EC50 in µM where a hit was titrated. 0.03% of 200,000 active; in the data active = activation fold from about 3, or a potency from the dose series; inactive = the rest, 99 in 100 with activation fold below about 1.6; also: many of its hits are not listed in these tables
XIAP displacement = XIAP antagonists, biochemical, IAP family, fluorescence polarization (AID 1018). XIAP BIR domain, fluorescence polarization peptide displacement; higher % means a stronger effect. displacement, % at 20 µM; hits with a dose series show IC50 in µM. 0.007% of 200,000 active; in the data active = displacement above about 50%; also: a part of the inactive calls stands beside numbers as strong as those of hits
UTI89 phage lysis = protection from phage-mediated lysis, alamar blue read-out – E. coli UTI89, K1F phage, bacterial capsule biogenesis inhibitors (AID 488966); E. coli UTI89 K1F phage lysis, alamar blue, 2 h; higher % means a stronger effect; inhibition, % at 100 µM, or IC50 in µM where a hit was titrated; 0.02% of 340,000 active;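 active = phage lysis inhibition, versus mean bacterial control, above a set limit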;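 also: capsule biogenesis inhibitors block K1F phage lysis so surviving cells raise fluorescence; higher fluorescence means more inhibition of phage lysis; actives were called in the ten point dose series up to 300 µM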
Siah-1 displacement = blockers of Siah-1 interaction with plectin peptide – biochemical, fluorescence polarization, rhodamine-plectin, uHTS, primary screen (AID 1817); Siah-1 / rhodamine-plectin peptide fluorescence polarization; higher % means a stronger effect; displacement, % at 20 µM, or IC50 in µM where a hit was titrated; 0.02% of 290,000 active;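 active = displacement of at least 50% at 20 µM, with a fluorescence ratio check between 0.3 and a set limit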;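 also: plate controls were Siah plus tracer with DMSO for no effect and tracer alone without Siah for full effect; strong numbers were not always called active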
PMI inhibitors = MPI enzyme activity inhibition – biochemical, fluorescence intensity, coupled assay, primary screen (AID 1209). 0.42% of 190,000 active. one-dose inhibition, % at 20 µM; IC50 in µM for titrated hits. purified PMI enzyme, coupled fluorescence intensity; higher % means a stronger effect;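 also: plate controls were DMSO vehicle for no effect and wells lacking substrate for full effect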
Lipid droplet cells 6.5 µM = also measured in Lipid droplet; calls as there; cell count; measured here: cell count, cytotoxicity flag;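 cells counted across two imaged fields per well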
Starred values were filed as active, the others as inactive; i = inactive; / = not tested or not shown; [ ] = another dose, or the depositor's remark. Rule as the data show it, unless noted: active = inhibition above about 50%; inactive = the rest.

SMILES | M1AAP inhibition | M17LAP inhibition | PMI inhibition | Lipid droplet | Lipid droplet cells 6.5 µM | TNAP activators | XIAP displacement | UTI89 phage lysis | Siah-1 displacement | PMI inhibitors
Cc1c(/C=N\NC(=O)c2ccc(F)cc2)cnn1C | 8% | -1% | 10% | 15 | 710 | 1.1 | -12% | 2.1%[50 µM] | -7% | 9%
CCn1c(O)c(N=N)c2ccccc21 | 4% | 12% | 13% | 5 | 702 | 1.1 | -3.6% | -0.1% | 2% | 4%
COc1ccc(/C=C/C2=Nc3ccccc3NC(C)(C)C2)cc1OC | 12% | 16% | / | 13 | 666 | / | / | -0.2% | 2% | /
CCCC(=O)Nc1ccc(S(=O)(=O)N2CCOCC2)cc1 | 1% | -8% | -9% | 11 | 727 | 1.1 | -2.0% | 1.4% | 9% | -6%
CCn1cc(CNC(=O)c2cccc([N+](=O)[O-])c2)c(C)n1 | -3% | 34% | -7% | 1 | 542 | 1 | -1.1% | 2.0% | 1% | -2%
COC(=O)Nc1ncc(CN2C(=O)c3ccccc3C2=O)s1 | 10% | 7% | 3% | -2 | 747 | 1 | -3.2% | 0.2% | -2% | 4%
COc1ccc(N(C(=O)c2ccc(Cl)cc2)C2=CC3CCC(C2)N3C)cc1 (stereo not given) | 0% | -4% | -3% | -2 | 758 | 1.1 | -3.3% | -0.4% | 1% | -8%
NS(=O)(=O)c1ccc(N2C(=O)C(=O)/C(=C(/O)c3ccccc3)C2c2ccc(Cl)cc2)cc1 (stereo not given) | 2% | 17% | / | 26 | 676 | / | / | 0.1% | -3% | /
O=C(/C=C/c1ccccc1)Nc1cc(C(=O)O)cc(C(=O)O)c1 | -2% | -1% | -1% | 1 | 668 | 1.1 | -1.9% | 0.1% | -1% | 1%
O=C1CC(c2cccc(Cl)c2)CC(O)=C1C=Nc1cccc(Cl)c1 (stereo not given) | -1% | 8% | -20% | -15 | 559 | 1 | -2.7% | 3.7% | -2% | -8%
Cc1nonc1NC(=O)CSc1nc2ccccc2[nH]1 | -6% | -5% | -2% | -6 | 751 | 1.1 | -0.8% | 0.3% | 31% | 4%
COc1cc2nc(C3CCC3)nc(N3CCN(c4ccccc4OC)CC3)c2cc1OC | 7% | 7% | 16% | 0 | 713 | 1 | -1.7% | -0.9%[50 µM] | -4% | 17%
CCCc1cc2c(c(NC(C)=O)n1)c(=O)oc1ccccc12 | 9% | -1% | 0% | 12 | 749 | 1.1 | -2.5% | 0.2% | 11% | 4%
COCCNC(=S)NN=C1CCCCCC1 | -11% | -1% | -7% | -1 | 689 | 1.1 | -3.7% | 0.7% | -3% | -2%
Cc1cc2c(c(=O)o1)C(C13C=CC(CC1)C3)C(C#N)=C(N)O2 (stereo not given) | 3% | -1% | 11% | -6 | 672 | 1.1 | -4.6% | 0.2% | 3% | 14%
COC(=O)c1cc2n(n1)CCCNC2=O | 5% | 3% | -10% | 9 | 728 | 1.1 | -4.9% | 0.3% | 0% | -9%
Cn1nc(C(F)(F)F)c2cc(C(=O)Nc3ccc(F)cc3)sc21 | 4% | 5% | / | -5 | 730 | / | / | -0.2% | 3% | /
CCOC(=O)Cc1cc(=O)[nH]c(/N=C(\N)Nc2ccc(C)cc2C)n1 | 6% | 11% | -9% | 11 | 757 | 1.3 | -4.5% | 0.1% | -1% | -6%
CCCCN(C)/C=N/c1c(C#N)cnn1-c1ccc(C)cc1 | 3% | 6% | 4% | / | / | 1.1 | 0.7% | -0.2% | -1% | 8%
CC1(C)CC2(CCO1)N1CC3(C)CN2CC(C)(C1)C3O (stereo not given) | 1% | -8% | -3% | 22 | 789 | 1.1 | -2.3% | 3.3% | 3% | -1%
CC(C)c1ccc(NC2=NCC(=O)N2Cc2cccs2)cc1 | 3% | 23% | 2% | 2 | 663 | 1.2 | -4.5% | 0.1% | 3% | -1%
CNC(=O)c1nc(C)n(-c2ccc(Cl)cc2Cl)n1 | -1% | -3% | -1% | -1 | 723 | 1.1 | -2.9% | 0.2% | 0% | -2%
O=C(O)CCCNC(=O)c1ccc(NC(=O)Cc2ccc(Cl)cc2)cc1 | -2% | 1% | -19% | -2 | 724 | 1.1 | -10% | -0.6% | -7% | -17%
O=C1CC(c2ccco2)CC(O)=C1C=Nc1ccc(Br)cc1 (stereo not given) | -4% | 16% | -5% | -1 | 770 | 1 | -1.6% | 7.7% | 1% | 0%
COc1ccc(-c2nnn(CC(=O)NCc3ccccc3)n2)cc1OC | -2% | 6% | 0% | -17 | 701 | 1.2 | -5.6% | 7.4% | 2% | 0%

Compound profiles, from the list above. Order of screens: M1AAP inhibition | M17LAP inhibition | PMI inhibition | Lipid droplet | Lipid droplet cells 6.5 µM | TNAP activators | XIAP displacement | UTI89 phage lysis | Siah-1 displacement | PMI inhibitors
`COC(=O)Nc1ncc(CN2C(=O)c3ccccc3C2=O)s1` in the list: 10% | 7% | 3% | -2 | 747 | 1 | -3.2% | 0.2% | -2% | 4%
`CCCc1cc2c(c(NC(C)=O)n1)c(=O)oc1ccccc12` in the list: 9% | -1% | 0% | 12 | 749 | 1.1 | -2.5% | 0.2% | 11% | 4%

Only M17LAP inhibition (three entries from above):
Structure | M17LAP inhibition
CCn1c(O)c(N=N)c2ccccc21 | 12%
COc1ccc(/C=C/C2=Nc3ccccc3NC(C)(C)C2)cc1OC | 16%
CCCC(=O)Nc1ccc(S(=O)(=O)N2CCOCC2)cc1 | -8%

Remaining list, next part.
SMILES | M1AAP inhibition | M17LAP inhibition | PMI inhibition | Lipid droplet | Lipid droplet cells 6.5 µM | TNAP activators | XIAP displacement | UTI89 phage lysis | Siah-1 displacement | PMI inhibitors
Cn1cnnc1SCC(=O)Nc1ccc(OC(F)F)cc1 | -5% | -2% | -12% | 9 | 721 | 1.1 | -2.2% | 0.4% | 0% | -12%
O=C(NCCCN1CCOCC1)C(=O)N/N=C/c1ccc2c(c1)OCO2 | 6% | 31% | 0% | 11 | 615 | 1 | 9.3% | 1.8% | -7% | 3%
NC(=O)CC(NC(=O)c1ccccc1)c1ccc(NCCc2ccc(Cl)cc2)c([N+](=O)[O-])c1 (stereo not given) | 7% | -7% | / | 42 | 643 | / | / | 0.3% | 4% | /
COc1ccc2cc(-c3nc4ccccc4n3C)c(=O)oc2c1 | 3% | -17% | -20% | -47 | 699 | 1.1 | -9.6% | -0.2%[50 µM] | 2% | -17%
CC(=O)N1CCc2cc(C(=O)CN3CCCCC3)ccc21 | 2% | -6% | 10% | / | / | 1.1 | -0.8% | -0.5% | 0% | 5%
S=C(Nc1ccc(Cl)cc1)N1CCCC1 | 1% | 1% | -5% | 10 | 663 | 1.2 | -3.6% | 5.4% | 5% | -5%
NC(=O)CSc1nc(-c2ccccc2)c(-c2ccccc2)o1 | 0% | -10% | 13% | -3 | 713 | 1.1 | -2.4% | 1.1% | 26% | 11%
COC(=O)C1=C(C)N(C(C)C)C(=O)C1(NC(=O)C1CCCCC1)C(F)(F)F (stereo not given) | 4% | 3% | -14% | 0 | 784 | 1 | -3.1% | 3.0% | -6% | -1%
CCn1cnc2c1c(=O)n(CC(=O)Nc1ccc3c(c1)OC(F)(F)O3)c(=O)n2Cc1ccccc1 | -6% | 15% | 7% | -12 | 348 | 1.1 | -12% | 0.4% | 1% | 9%
Cc1cc(C)n(CCC(=O)N=Nc2c(O)[nH]c3ccc(Br)cc23)n1 | 11% | -3% | / | 17 | 768 | / | / | 0.7% | -3% | /
CCOc1ccc(-c2nnn(CC(=O)Nc3cccc(OC)c3)n2)cc1OCC | 4% | -4% | 21% | 0 | 685 | 1.2 | 0.1% | 0.4% | 3% | 12%
Cc1ccc(NC(=O)CCC(=O)NNC(=S)Nc2ccccc2)c(C)c1 | 2% | 24% | -2% | 7 | 754 | 2 | 0.6% | 0.0% | 11% | 3%
CCn1c(CNC(=O)C23CC4CC(CC(C4)C2)C3)nnc1SCC(=O)Nc1nnc(C)s1 | 5% | 18% | 0% | / | / | 1.2 | -4.9% | 11% | 7% | -1%
COc1nc(Cc2ccc(Cl)cc2)nc2ccccc12 | 3% | 3% | -8% | -21 | 673 | 1.1 | -2.0% | 0.1% | 15% | -4%
COc1ccccc1CC(=O)O/N=C(\N)Cc1cccc2ccccc12 | 14% | 6% | 9% | / | / | 1.2 | 3.4% | 0.4% | 9% | 5%
CCC(=O)N1CCc2cc(S(=O)(=O)N3CCN(C(=O)c4ccco4)CC3)ccc21 | 1% | -4% | 1% | 13 | 734 | 1.1 | -10% | 1.5% | 5% | 15%
COC(=O)c1cccc(C23CC4(C2)[C@H](CN(Cc2ccc(-c5ccccc5)cc2)[C@@H]4c2ccccc2)C3c2ccccc2)c1 (stereo not given in full) | 4% | -2% | / | -9 | 681 | / | / | 0.9% | -8% | /
CC(C)=C(NC(=O)c1ccccc1)C(=O)NCc1ccccc1 | 6% | 0% | -9% | -10 | 723 | 1.1 | -8.5% | -0.3% | -5% | -14%
CC(Oc1ccc(Cl)cc1Cl)C(=O)NCCCN1CCOCC1 (stereo not given) | 6% | -2% | 1% | / | / | 1.2 | -3.2% | i | -3% | -12%
CN(C)CCCN(Cc1cc2cc3c(cc2[nH]c1=O)OCO3)C(=S)Nc1cccc(Cl)c1 | 20% | -23% | -2% | 1 | 684 | 1.1 | -1.5% | -2.3% | -7% | 2%
CC(=O)c1ccc(N2CCN(C(=S)Nc3ccc(Oc4ccccc4)cc3)CC2)cc1 | 2% | 1% | 1% | -3 | 674 | 1.4 | -7.2% | 0.0% | -2% | 7%
COc1ccc(C)cc1S(=O)(=O)Nc1cccc(C)c1 | 1% | 5% | 1% | 3 | 643 | 1 | -5.1% | 0.6% | -4% | 6%
COc1ccc(/C=N/NC(=O)CC(=O)NC2CCCCC2)cc1 | 0% | 2% | -12% | 0 | 679 | 1 | -6.5% | 0.3% | -8% | -14%
COc1ccc(NS(=O)(=O)c2ccc(S(=O)(=O)N3CCOCC3)cc2)cc1 | 6% | 1% | 6% | -6 | 628 | 1.1 | -14% | 1.3% | -2% | -1%
Cc1cccc(-c2nc(N)nc(N)n2)c1 | 6% | -10% | / | 7 | 718 | / | / | 0.8% | 2% | /
O=C(c1ccccc1)c1cccn1CC(=O)N1CCc2ccccc2C1 | 0% | 1% | -1% | 7 | 708 | 1.1 | -3.4% | -0.3% | -3% | 3%
O=C(COC(=O)C1(c2ccccc2F)CCCC1)NC1CCS(=O)(=O)C1 (stereo not given) | 8% | -4% | 1% | 20 | 702 | 1.1 | 2.3% | -0.9% | 1% | 3%

3 compounds from above, sorted by the value under TNAP activators, highest first.
| Structure | TNAP activators |
| --- | --- |
| CCOc1ccc(-c2nnn(CC(=O)Nc3cccc(OC)c3)n2)cc1OCC | 1.2 |
| COc1ccc(NS(=O)(=O)c2ccc(S(=O)(=O)N3CCOCC3)cc2)cc1 | 1.1 |
| COc1ccc(C)cc1S(=O)(=O)Nc1cccc(C)c1 | 1 |
